SSB-PriA inh: K. pneumoniae PriA-SSBct interaction inhibition. inhibition, % at 33 µM. 0.6% of 430,000 active. AlphaScreen SSBct-PriA binding, biotinylated peptide. AID 1272365; in the data active means inhibition mostly above about 37%, no sharp cut-off; inactive means mostly below about 20%;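 further: plate controls were negative control peptide for no effect and reference peptide for full effect; strong numbers were not always called active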
Starred values were filed as active, the others as inactive; & = joins results of further samples. Not all compounds are listed (hit frequency here may not be typical).

compound | SSB-PriA inh
CC(C)CC(=O)ON=C1C(=O)N(c2ccccc2)c2ccccc21 | -17
O=C(Cn1c2ccccc2c2ncn(Cc3ccccc3Cl)c(=O)c21)NCCC1=CCCCC1 | -5
CC(O)(CNC(=O)COc1ccccc1F)Cc1ccco1 (configuration not stated) | 0
O=C(NCC1CCCO1)C(=O)NN=Cc1ccc(OCc2ccccc2Cl)cc1 (configuration not stated) | 3
CC(C)S(=O)(=O)c1ccc(-c2nnc(N)o2)cc1 | -8
CCOc1cc(C(=O)Nc2cc(C)c3c(=O)oc4ccccc4c3n2)cc(OCC)c1OCC | -9
N/C(Cn1cnc2ccccc21)=N/O | 6
O=C(Cn1cccc1)N1CCCC(Oc2cnccn2)C1 (configuration not stated) | 13
C[C@H]1CCCN(c2ccc3cccc(OCC(=O)Nc4ccc(Br)cc4)c3n2)C1 | -7
CCN(CC)S(=O)(=O)c1ccc(C(=O)NCC(=O)NN=Cc2ccccc2OC)cc1 | 17
CCOC(=O)c1c(C)oc2c1c(C=NC(C)c1ccccc1)c(O)c1ccccc12 (configuration not stated) | 2
COC(=O)C1CNC(=O)C1 (configuration not stated) | 12
O=C(Nc1ccccc1Cl)c1cn(Cc2ccc(F)cc2)nc1OCc1ccc(F)cc1 | 9
CC(C)c1nccn1CC1CCN(C(=O)Cc2ccc(S(=O)(=O)C(C)C)cc2)CC1 | -17
Cc1cc(N(C)C)nc(CNC(=O)c2ccccc2C(F)(F)F)n1 | -7
COc1ccccc1-c1cc2c(=O)n(Cc3nc(-c4ccccc4Cl)no3)ccn2n1 | -9
CCn1nc(C)cc1C(=O)Nc1ccc(Cl)cc1C(=O)c1ccccc1Cl | -12
C[C@](O)(CNC(=O)Nc1ccccc1C(F)(F)F)c1ccc(-c2ccccc2)cc1 | -14
O=C(NCc1cccs1)NC[C@H](O)c1ccc2c(c1)CCO2 | -10
Cc1nnc(C)n1N=Cc1cccnc1 | -2
CC(=O)c1ccc(OC[C@@H](O)CN2CCN(Cc3ccc4c(c3)OCO4)CC2)cc1 | -12
COc1c(C)cc(S(=O)(=O)NCCOc2ccc(-c3ccc(C)cc3)nn2)c(C)c1C | -5
CN=C1CC(C)(C)CC(=O)C1=C(O)CCCN1C(=O)c2ccccc2C1=O | -2
Cc1cccc(C(=O)NC(C)C(=O)Nc2nc(-c3ccccn3)cs2)c1 (configuration not stated) | 100*
Nc1ccc(-c2nc3ccccc3s2)c(O)c1 | -48
O=C(COc1ccc(-c2ccccc2)cc1)Nc1cc(N2CCOCC2)ncn1 | -9
CC(C)CCNC(=O)/C(C#N)=C1\N=C(NC(=O)c2ccccc2F)c2ccccc21 | 11
O=C(CSCc1ccccc1)N1CCN(Cc2nc(-c3ccc(F)cc3)cs2)CC1 | 5
NC(C(=O)O)c1ccccc1Cl (configuration not stated) | -6&7
O=C(Cc1cc(=O)[nH]c(SCc2cccc(Cl)c2)n1)NC1CC1 | -18

An excerpt from above in order of count of non-hydrogen atoms, falling.
compound | SSB-PriA inh
COc1c(C)cc(S(=O)(=O)NCCOc2ccc(-c3ccc(C)cc3)nn2)c(C)c1C | -5
O=C(CSCc1ccccc1)N1CCN(Cc2nc(-c3ccc(F)cc3)cs2)CC1 | 5
CN=C1CC(C)(C)CC(=O)C1=C(O)CCCN1C(=O)c2ccccc2C1=O | -2
NC(C(=O)O)c1ccccc1Cl (configuration not stated) | -6&7

New compounds follow:
compound | SSB-PriA inh
CNc1nn(CC(=O)Nc2ccc(C)c(Cl)c2)c(N)c1-c1nc(-c2ccc(Cl)cc2)no1 | 0
Cc1c(C(=O)N2CCN(c3nc(-c4ccsc4)cs3)CC2)cnn1-c1ccccc1 | -4
O=C(NN=Cc1ccc(O)c(O)c1)NN=Cc1ccc(O)c(O)c1 | -2
COc1ccc(-c2nnc3ccc(SCc4ccccc4)nn23)cc1OC | -8
COC(=O)N1CCc2ccc(NS(=O)(=O)c3ccc4c(c3)OCCO4)cc2C1 | 0
Nc1nc(-c2csc(N)n2)cs1 | 46*
COC(=O)c1ccsc1NC(=O)C[C@@H]1Sc2ccc(C(F)(F)F)cc2NC1=O | -15
Cc1ccccc1CN1CC(=O)N(Cc2ccccc2F)c2ccccc2S1(=O)=O | -6
O=C(NCCc1c[nH]c2ccccc12)c1c[nH]c(=O)n(Cc2cccs2)c1=O | 18
O=C(Nc1ccc2c(c1)OCO2)c1ccc(CNS(=O)(=O)c2cccc(Cl)c2)cc1 | -12
O=C(Nn1cnc2c(cnn2-c2ccc(F)cc2)c1=O)c1ccc(-c2ccccc2)cc1 | -11
COC(CNC(=O)C(=O)Nc1cccc(Cl)c1)OC | -3
CSCC[C@](C)(O)CNS(=O)(=O)c1ccccc1Br | -14
Cc1c(C=NNC(N)=O)c2ccccn2c1C(=O)c1ccc(F)cc1 | 8
CN(C)CCN(C(=O)COc1ccccc1)c1nc2ccc(S(C)(=O)=O)cc2s1 | -2
O=C(Nc1nsc(-c2ccc(Cl)cc2)n1)c1ccccc1F | -10
COc1ccc(CCc2nn3c(-c4ccncc4)nnc3s2)cc1 | -5
COc1ccc(OC)c(N2CCN(CC(=O)O)C2=O)c1 | -7
COc1ccc(SCC2CCN(C(=O)Nc3ccccc3Cl)CC2)cc1 | -10
CCc1cccc(NC(=O)NCCCn2ccnc2)c1 | 66

Two compounds drawn at random from the list so far:
compound | SSB-PriA inh
O=C(Nc1nsc(-c2ccc(Cl)cc2)n1)c1ccccc1F | -10
COc1ccc(SCC2CCN(C(=O)Nc3ccccc3Cl)CC2)cc1 | -10

(listing goes on)
compound | SSB-PriA inh
CCOC(=O)C1=C(CS(=O)(=O)c2ccc(F)cc2)NC(=O)NC1c1cc(OC)ccc1OC (configuration not stated) | 8
Cc1ccc(S(=O)(=O)Nc2ccccc2C=Nc2nc3ccccc3n2C(C)C)cc1 | -2
O=C(Cn1ccn(-c2ccc3c(c2)OCCO3)c(=O)c1=O)Nc1ccc(F)cc1 | -8&-2
Cc1ccc(Cl)c2sc(N(CCN3CCOCC3)C(=O)c3ccco3)nc12 | 4
Cc1ccc(C)c(S(=O)(=O)N2CCCC2CNC(=O)C(=O)Nc2ccc(F)cc2F)c1 (configuration not stated) | 8
O=S(=O)(NCc1cc(-c2ccncc2)n(C2CCCC2)n1)c1ccc2c(c1)OCCO2 | -8
O=C(CSc1nnc2ccc(-c3cccnc3)nn12)Nc1cccc(C(F)(F)F)c1 | -4
CCc1ccccc1NC(=O)c1ccc(=O)n(Cc2ccc(F)cc2)n1 | 2
CC(C)(C)c1ccc2c(c1)OC(C(=O)NN=Cc1ccc[nH]1)CO2 (configuration not stated) | 21
COc1ccc(-c2nc(-c3cn(Cc4ccccc4)nn3)no2)cc1OC | -7
O=C(CCc1cccc(Cl)c1)N1CCN(c2cc(C(F)(F)F)ncn2)CC1 | 0
CN(C)N=Cc1ccc(OS(=O)(=O)c2ccccc2)cc1 | 4
Cc1ccnc(NC(=O)NCCCSc2ccc(F)cc2)n1 | -9
CN(C)C=Nc1nc2nccc(-c3ccc(F)cc3)n2n1 | 6
Cc1cccc(-n2cnc(C(=O)NN=Cc3ccccc3)c2)n1 | -2
CC1Oc2ccccc2OC1C(=O)NCC1CCC(c2nc3ccccc3[nH]2)CC1 (configuration not stated) | -7
Cc1[nH]nc2c1C(=NO)CC(C)(C)C2 | -13
N=C1SC(c2ccccc2)C(=O)N1c1nccs1 (configuration not stated) | -13
COc1cc(Cl)ccc1C(=O)NC1(c2nc(-c3ccsc3)no2)CCCCC1 | -3
O=C(NCCn1ncc2c(N3CCN(c4ncccn4)CC3)ncnc21)C1COc2ccccc2O1 (configuration not stated) | -7

Gathered by group: the entries above with an aryl thioether with sulfur outside any ring.
compound | SSB-PriA inh
O=C(Cc1cc(=O)[nH]c(SCc2cccc(Cl)c2)n1)NC1CC1 | -18
COc1ccc(-c2nnc3ccc(SCc4ccccc4)nn23)cc1OC | -8
COc1ccc(SCC2CCN(C(=O)Nc3ccccc3Cl)CC2)cc1 | -10
O=C(CSc1nnc2ccc(-c3cccnc3)nn12)Nc1cccc(C(F)(F)F)c1 | -4
Cc1ccnc(NC(=O)NCCCSc2ccc(F)cc2)n1 | -9

Later entries:
compound | SSB-PriA inh
COCCN1CCCc2ccc(NS(=O)(=O)c3cc(Cl)ccc3C)cc21 | 57*
Cc1cc2nnc(SCc3ccc(Cl)cc3)n2c2ccccc12 | 4&7
CS(=O)(=O)c1ccccc1NC(=O)c1ccco1 | -11
N#Cc1nccnc1O[C@H]1CCN(C(=O)c2cc3n(n2)CCCO3)C1 | -11
Cc1ccc(S(=O)(=O)c2c(NS(=O)(=O)c3ccccc3)n(CCc3ccccc3)c3nc4ccccc4nc23)cc1 | 67*
CC1=C(C(N)=O)C(/C(C)=C/c2ccccc2)n2ncnc2N1 (configuration not stated) | -12
CCc1ccc(-c2ccc(=O)n(Cc3nc(-c4ccc(C)cc4)no3)n2)cc1 | -16
Nc1c(N)c2cccnc2c2ncccc12 | 95*
CC(C)(C)c1ccc(C=NNC(=O)Cc2c[nH]c3ccccc23)cc1 | 30
CNC(=O)CS(=O)(=O)C1CCN(C(=O)c2cccc3ccccc23)CC1 | -4
O=C(CCCn1nc(-c2ccc(F)cc2)ccc1=O)Nc1ccc(F)c(C(F)(F)F)c1 | -2
O=C(COc1ccc(Cl)cc1)NCC1(Sc2ccccc2)CCOCC1 | -7
COc1ccc([C@@H](O)C(=O)O)cc1OCc1ccccc1 | -10
O=C(/C=C/c1ccc([N+](=O)[O-])s1)Nc1cccc(-c2nc3ccccc3[nH]2)c1 | 21
COc1ccc2oc(C)c(C(=O)Nc3c(C)cccc3C)c2c1 | -10
O=C(CCS(=O)(=O)c1ccccc1)N1CCC(n2ccnn2)CC1 | -9
CCS(=O)(=O)c1ccccc1C(=O)Nc1nc2c(s1)CCc1ccccc1-2 | 7
Cn1nc(CNC(=O)Nc2ccc(Cl)c(Cl)c2)cc1C1CC1 | -4
COc1cccc(OC)c1C(=O)N=c1sc2cc(C)cc(C)c2n1C | 5
O=S(=O)(NCC1CCCN1c1nc2ccccc2o1)c1cccs1 (configuration not stated) | -12
CCOC(=O)C1=C(C)NC(=S)NC1c1ccc(O)c(OC)c1 (configuration not stated) | 13
O=C(Nc1nc(-c2ccccc2)c(C(=O)c2ccccc2)s1)c1ccc(Cl)cc1 | 3
Cc1ccc([C@H](CNC(=O)Cc2cccc3ccccc23)N(C)C)cc1 | -2
COc1ccc(CC(C)(O)CNC(=O)Cc2cccs2)cc1 (configuration not stated) | -10
CC(C)(C)c1ccc(S(=O)(=O)NCc2ccc(C(=O)N3CCN(c4ccccc4)CC3)cc2)cc1 | -12&-7
O=S(=O)(NCC1CCN(c2ncccn2)CC1)c1cccnc1 | -6
Cc1nc2ccccc2c(=O)n1-c1cccc(NC(=O)c2ccccc2C(F)(F)F)c1 | 1
O=C(OCCN1C(=O)c2cccc3c(N4CCCCC4)ccc(c23)C1=O)c1cccs1 | -29
Cc1cc(C=NNC(=O)C(=O)NCc2ccccn2)c(C)n1-c1cccc(Br)c1 | 0
Cc1cc(C(=O)NCC(O)(c2cccs2)C2CC2)c(C)o1 (configuration not stated) | -11
CC1(C)CC(=O)C(N=Nc2cc([N+](=O)[O-])ccc2Br)=C(O)C1 | 4
O=C1NCCN1C(=O)N(Cc1ccoc1)Cc1cccs1 | -25
Cc1cc(C)c(S(=O)(=O)NCC2CCN(C3CCCC3)CC2)cc1C | -9
Cc1cc(C(=O)NCc2cc(-c3ccco3)n(C)n2)c(C)o1 | -2
CC1(C)CC(NC(=O)CN2CCCCC2)CC(C)(C)N1 | 10
CC(C)(O)CC[C@@H](O)C(C)(O)C1CC[C@@]2(O)C3=CC(=O)[C@@H]4C[C@@H](O)[C@@H](O)C[C@]4(C)C3CC[C@]12C (some centres not stated) | 1
CC(=NNC(=O)c1c(-c2ccccc2Cl)noc1C)c1cccc(NC(=O)C(C)C)c1 | -2
CC(=NNc1ccc(F)cc1)c1ccncc1 | 5
Cc1c(Cl)cccc1S(=O)(=O)NCCC(O)c1ccsc1 (configuration not stated) | -25
CCOc1ccc(S(=O)(=O)NCc2nccc(N(C)C)n2)cc1 | -5
Cc1ccc(S(=O)(=O)Nc2ccccc2C(=O)Nc2nc(C(C)(C)C)cs2)cc1 | 0
O=C(NN=Cc1ccc(F)cc1)c1sccc1OCc1ccc(F)cc1 | -8
Cc1nnc2ccc(N3CCN(C(=O)Nc4ccccc4)CC3)nn12 | 0
Cc1cc(CCNC(=O)C2c3ccccc3Oc3ccccc32)on1 | 1
Cc1ccc(NC(=O)NCCC(O)c2ccoc2)cc1C (configuration not stated) | -61
COc1cccc(NC(=O)CN2C(=O)CSCC2=O)c1 | 2
O=C(/C=C/c1ccccc1)Nc1nccs1 | -13
Cc1cc(=O)n2c(-c3cccc(NC(=O)c4ccc(F)cc4)c3)csc2n1 | -17
CCOC(=O)c1c(NC(=O)c2cc(-c3ccccc3)nc3ccccc23)sc2c1CCN(C(C)=O)C2 | -7
Cc1ccc(S(=O)(=O)CCC#N)cc1C | 1

(list continues)
compound | SSB-PriA inh
O=C(Nc1nc2ccc(S(=O)(=O)N3CCCCC3)cc2s1)c1ccc(Br)o1 | -4
Cc1n[nH]c(=O)nc1NCc1cccnc1 | -4
NC(=O)c1nnn(Cc2ccccc2F)c1N | 20
O=C(Nc1nccs1)c1n[nH]nc1-c1ccc(F)cc1 | -3
Cc1cc(C(=O)N2CCC(c3nnc(-c4ccco4)s3)CC2)no1 | 8
O=C(Cc1ccccc1)NN=Cc1ccc(Br)o1 | 1
CC(=O)Nc1ccc(S(=O)(=O)NCCc2cn3ccc(C)cc3n2)cc1 | 0&1
Cc1cc(NC(=O)Cc2csc(NC(=O)NC3CCCCC3)n2)ccc1Br | -13
O=C(Nc1nc(CCC(=O)N2CCN(c3ncccn3)CC2)cs1)c1ccc(F)cc1 | -4
CCc1cc(=O)n(CCNS(=O)(=O)c2ccc(OC(F)(F)F)cc2)cn1 | -10
O=C(Oc1coc(CSc2ncccn2)cc1=O)C(c1ccccc1)c1ccccc1 | 19
